LMP1 NFkB inh: EBV LMP1-driven NF-kappaB luciferase reporter inhibitors, primary screen, cell-based, luminescence, single point; inhibition, % at 12.5 µM; LMP1-induced NF-kappaB luciferase reporter cells; hit rate 0.69% among 350,000; in the data active means inhibition above about 41%;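 further: 0% = neutral control wells and 100% = reference inhibitor control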
KKLEB cytotox: cytotoxicity in KKLEB CF airway cells, primary screen, cytotoxicity control for CF NF-kB inhibitor project, cell-based, uHTS, fluorescence assay plates; AID 602141, 2011; KKLEB CF airway cells viability, ATPlite luminescence, overnight; hits give low values; cells stimulated with P. aeruginosa culture filtrate; activity change (cytotoxicity), % at 5 µM; hit rate 0.36% among 360,000;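 active means corrected activity change at or below -50% at 5 µM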
CF NFkB inh: inhibitors of PAF-induced NF-kB signaling, primary screen, cell-based, GFP fluorescence, uHTS | inhibition, % at 5 µM | KKLEB NF-kB-GFP reporter, GFP fluorescence overnight | hit rate 0.86% among 360,000;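 active means at least 50% inhibition at 5 µM, scaled per plate between neutral and stimulator controls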;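 further: PAF is a Pseudomonas aeruginosa culture filtrate used as stimulus; plate controls were PAF-stimulated DMSO wells for no effect and unstimulated DMSO wells for full effect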
SRC1 inh: SRC1 coactivator transcriptional activity inhibitors, primary screen, cell-based, luminescence. Nuclear receptor coactivator 1 (Homo sapiens), Q15788. HEK293 GAL4-SRC1 luciferase reporter. inhibition, % at 3.6 µM. hit rate 0.12% among 360,000;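 active means inhibition above the campaign mean plus 3 SD, with each screening campaign given its own cutoff, cut at about 60% in these data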;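 further: 0% = DMSO treated cells and 100% = gossypol at 36 µM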
TWEAK Fn14 block: inhibitors of TWEAK-Fn14 signaling, primary screen, luciferase reporter cells, uHTS; inhibition, % at 10 µM; hit rate 2% among 360,000; TWEAK-stimulated Fn14 reporter cells, luciferase luminescence, 8 h; in the data active means inhibition above about 50%
NR5A2 inv ag: LRH-1 (NR5A2) inverse agonists, primary screen, cell-based, luminescence, HEK293T, StAR-luciferase reporter; Nuclear receptor subfamily 5 group A member 2 (Homo sapiens), O00482; LRH-1 transfected, 24 h; inhibition, % at 3.6 µM; hit rate 0.13% among 360,000; AID 602396, 2012;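 active means inhibition above the mean inhibition of all tested compounds plus 3 SD, cut at about 73% in these data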;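 further: 0% = DMSO wells and 100% = reporter-only cells lacking LRH-1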
TROY NFkB inh: inhibitors of TROY-driven NF-kB signaling, primary screen, Q293 LMP1-TROYcd cells, NF-kB luciferase, uHTS; Q293 LMP1-TROYcd NF-kB luciferase reporter, 4 h; inhibition, % at 10 µM; hit rate 0.98% among 360,000; AID 1347056, 2019;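 active means compounds whose plate-normalised and pattern-corrected inhibition of the luciferase reporter signal at the single screening dose is 50% or more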
NCOA2 inhibitor: inhibition of GAL4-SRC2 driven luciferase reporter, primary screen, SRC2 inhibitor project, cell-based, luminescence; Nuclear receptor coactivator 2 (Homo sapiens), Q15596; HEK293 GAL4-SRC2 luciferase reporter; inhibition, % at 9 µM; hit rate 0.17% among 370,000;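 active means inhibition above the mean inhibition of all tested compounds plus 3 SD, set per campaign, cut at about 52% in these data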;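 further: 0% = DMSO treated cells and 100% = cells given Gossypol at 36 µM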
Target sequence (Q15596 whole entry, looked up, the tested form may be a part): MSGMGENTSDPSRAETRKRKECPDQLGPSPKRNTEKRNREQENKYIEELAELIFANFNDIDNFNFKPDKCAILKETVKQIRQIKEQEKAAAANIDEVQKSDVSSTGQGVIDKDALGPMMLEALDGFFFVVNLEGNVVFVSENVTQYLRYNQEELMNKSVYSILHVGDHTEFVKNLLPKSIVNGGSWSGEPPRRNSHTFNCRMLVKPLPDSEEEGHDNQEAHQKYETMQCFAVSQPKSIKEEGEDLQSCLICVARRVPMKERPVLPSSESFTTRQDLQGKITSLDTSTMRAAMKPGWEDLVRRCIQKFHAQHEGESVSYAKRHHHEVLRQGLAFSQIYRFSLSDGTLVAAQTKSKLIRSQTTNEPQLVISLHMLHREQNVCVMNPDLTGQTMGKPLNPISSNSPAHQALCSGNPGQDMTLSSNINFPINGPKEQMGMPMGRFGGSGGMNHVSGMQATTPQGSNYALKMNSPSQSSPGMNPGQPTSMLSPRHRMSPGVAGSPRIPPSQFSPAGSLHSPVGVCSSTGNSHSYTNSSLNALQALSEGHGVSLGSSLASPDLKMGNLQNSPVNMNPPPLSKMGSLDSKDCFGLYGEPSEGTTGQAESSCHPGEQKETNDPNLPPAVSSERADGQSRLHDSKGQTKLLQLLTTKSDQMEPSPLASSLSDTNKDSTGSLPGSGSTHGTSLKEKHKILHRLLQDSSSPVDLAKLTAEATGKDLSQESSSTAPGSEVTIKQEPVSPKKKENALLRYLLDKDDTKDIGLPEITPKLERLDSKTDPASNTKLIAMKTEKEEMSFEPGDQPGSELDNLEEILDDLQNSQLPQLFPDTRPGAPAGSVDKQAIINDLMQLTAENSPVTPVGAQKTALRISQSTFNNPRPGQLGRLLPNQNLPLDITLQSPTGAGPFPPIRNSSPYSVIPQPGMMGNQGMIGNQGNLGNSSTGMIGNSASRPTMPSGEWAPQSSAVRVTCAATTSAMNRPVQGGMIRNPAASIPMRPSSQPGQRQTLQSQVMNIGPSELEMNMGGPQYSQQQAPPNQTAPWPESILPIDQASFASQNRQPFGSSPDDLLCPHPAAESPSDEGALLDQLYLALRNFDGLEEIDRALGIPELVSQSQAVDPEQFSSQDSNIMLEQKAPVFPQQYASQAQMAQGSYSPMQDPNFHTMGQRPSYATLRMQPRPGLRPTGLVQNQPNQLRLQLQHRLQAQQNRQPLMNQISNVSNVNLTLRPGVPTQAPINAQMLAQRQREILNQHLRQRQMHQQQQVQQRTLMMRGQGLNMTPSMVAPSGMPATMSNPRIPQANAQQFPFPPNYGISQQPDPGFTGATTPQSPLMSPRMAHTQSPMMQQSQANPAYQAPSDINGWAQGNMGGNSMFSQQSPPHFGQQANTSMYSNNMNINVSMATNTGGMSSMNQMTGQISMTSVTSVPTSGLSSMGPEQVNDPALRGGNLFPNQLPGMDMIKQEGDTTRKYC
SRC3 inh: SRC3 coactivator transcriptional activity inhibitors, primary screen, cell-based, luminescence. Nuclear receptor coactivator 3 (Homo sapiens), Q9Y6Q9. HEK293 GAL4-SRC3 luciferase reporter. inhibition, % at 3.6 µM. hit rate 0.17% among 360,000. AID 588352, 2011;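 active means inhibition above a per-campaign cutoff, the mean of all compounds plus 3 SD, cut at about 60% in these data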;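 further: 0% = DMSO-treated cells and 100% = gossypol-treated cells at 36 µM; higher means less SRC3-driven luciferase light from the GAL4 reporter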
TRAIL sens C8: viability loss with TRAIL in NB7+C8 cells, primary screen, TRAIL sensitizer project, cell-based, ATPlite luminescence. hit rate 1% among 360,000. inhibition (viability loss, TRAIL sensitization), % at 10 µM;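 active means compounds causing at least 50% loss of cell viability in the single-dose screen, relative to plate controls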
COUP-TFII inh: NR2F2 transcriptional activity inhibitors, primary screen, cell-based, luciferase reporter, HEK293T, luminescence; inhibition, % at 8.6 µM; HEK293T NGFI-A luciferase reporter; hit rate 0.7% among 370,000; COUP transcription factor 2 (Homo sapiens), P24468;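 active means inhibition above a per-plate cutoff, mean inhibition of test wells between control levels plus 3 SD, cut at about 38% in these data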;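 further: cells cotransfected with COUP-TFII expression vector driving the NGFI-A reporter; 0% = median of COUP-TF2 test wells and 100% = reporter-only cells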
The depositor's hits bear a star; . = not tested or not shown.

SMILES	LMP1 NFkB inh	KKLEB cytotox	CF NFkB inh	SRC1 inh	TWEAK Fn14 block	NR5A2 inv ag	TROY NFkB inh	NCOA2 inhibitor	SRC3 inh	TRAIL sens C8	COUP-TFII inh
FC(F)(F)c1cccc(N2CCN(C(=S)NC3CCCC3)CC2)c1	-1	-3	3	1	1	12	21	26	-7	7	3
COc1ccc(-c2noc(-c3cccnc3)n2)cc1OC	-6	6	-10	-48	-21	-68	-54	-49	-26	9	-40
Cc1ccc(S(=O)(=O)N2CCC(=O)N(CCOC(=O)Nc3cc(C)cc(C)c3)CC2)cc1	-4	-3	3	1	-19	15	-18	-5	-21	16	-36
COC(=O)C1C(=O)CC(C)(O)C(C(=O)OC)C1c1ccc2c(c1)OCO2 (stereo unspecified)	4	9	17	-16	-16	14	3	-19	-1	-3	-7
COc1cc(C)ccc1Oc1ccc([N+](=O)[O-])cc1	0	5	14	-5	-14	6	-7	3	-13	-14	3
O=C(CSc1nnc(SCc2ccccc2Cl)s1)N/N=C/c1ccc(C(=O)O)cc1	-5	-3	-4	-17	18	-33	-34	3	8	-7	-12
COc1cccc(-c2cc(NC=O)c3ncc(-c4cccc(C(=O)N(C)C)c4)n3c2)c1	.	-12	16	7	37	25	-6	-3	-21	16	-13
CNC(=O)c1nc(C)n(-c2cc(Cl)ccc2Cl)n1	15	18	-7	-7	11	7	2	0	-17	-7	4
O=S(=O)(NCC1CCC(NS(=O)(=O)c2c(F)cccc2F)CC1)c1ccc2c(c1)OCCO2 (stereo unspecified)	3	-17	8	-2	15	3	0	-8	11	-14	15
O=C(NCC1CCCO1)C1CCC(=O)N1Cc1ccccc1Cl (stereo unspecified)	-1	-3	-4	1	4	0	-8	-32	1	-10	0
CN(C)C(=O)CCc1ccc2c3c([nH]c2c1)[C@]1(C)[C@@H](C(=O)N2CCOCC2)C[C@H](CC(=O)NCC24CC5CC(CC(C5)C2)C4)C(=O)N1CC3	7	0	13	-6	7	-15	-15	-4	-32	-8	-12
COc1ccc(C(=O)COC(=O)c2ccc(-n3cnnn3)cc2)c(OC)c1	-6	0	-13	-9	30	-18	16	-35	-46	1	17
c1ccc(CN2CCOCC2)cc1	-5	3	-16	11	2	12	-7	6	4	-17	5
CCOC(=O)CSC(CC)C(=O)Nc1nnc(C(C)C)s1 (stereo unspecified)	-6	0	1	-11	15	9	-10	-21	18	3	5
O=C(ON=C1CCSCC1)c1ccccc1	8	12	-7	-16	19	-12	.	7	-3	1	0
O=C(Cc1ccc(Cl)cc1)NCCCn1ccnc1	-8	-4	3	-3	-9	-5	4	-8	4	-15	19
CCOC(=O)N1CCC(NC(=O)c2ccc3c(c2)N(C)CCS3)CC1	-13	10	6	-10	5	12	-8	2	13	4	15
CC1C(=O)Nc2ccccc2N1C(=O)c1ccc(Cl)c(Cl)c1 (stereo unspecified)	-3	9	0	13	11	-16	12	19	1	1	9
O=C(/C=C/c1cccc([N+](=O)[O-])c1)N1CCN(c2ccc(F)cc2)CC1	1	-8	6	8	3	-7	20	16	10	-1	13
CC(C)(C)n1nnnc1C(c1cccnc1)N1CCOCC1 (stereo unspecified)	0	-11	6	-9	-1	-33	6	-10	13	-7	-8
COc1cccc(C(=O)NC2CC(C)(C)NC(C)(C)C2)c1OC	-8	5	-25	5	-8	13	2	-14	-10	0	15
CN(CC(=O)N1CC(=O)N(CCc2ccccc2)C(=O)C1)S(=O)(=O)c1cccc2nsnc12	1	-2	-9	8	1	-27	-5	1	-13	-6	12
O=C(CNCc1ccncc1)Nc1cc(S(=O)(=O)N2CCCCC2)ccc1Cl	-5	4	7	2	7	-17	-4	-25	-10	2	-8
O=C(NCc1ccco1)c1cccc(NS(=O)(=O)c2ccccc2F)c1	3	9	-23	7	-10	7	5	9	20	-2	-4
COC(=O)N1CCCCC1c1cc(C(=O)NCc2ccc(Cl)c(Cl)c2)no1 (stereo unspecified)	.	3	-5	1	8	-5	5	17	7	-8	-1
CC1=Cc2ccccc2C(C#N)N1C(=O)c1ccccc1 (stereo unspecified)	-26	0	11	-3	-4	3	-1	18	8	-2	-8
CCC(C)/C(C)=N/NC(=O)c1ccccc1OCCOc1ccccc1 (stereo unspecified)	0	6	0	9	0	13	-15	13	-3	13	6
Cc1c(C(=O)NCc2cccnc2)oc2ccc(S(=O)(=O)N3CC(C)CC(C)C3)cc12 (stereo unspecified)	-9	-1	-12	3	-2	5	12	6	-16	0	14
O=C(c1cn(-c2ccccc2)nc1-c1ccccc1)N1CCOCC1	-6	4	-5	1	0	4	-7	-23	-4	6	12
COc1ccc(C(=O)Nc2ccc(NC(=O)c3cccc(OC)c3)cn2)cc1	5	-6	8	-8	35	0	-27	3	10	18	10
CC(Oc1ccc(C#N)cc1)C(=O)c1ccc(F)c(F)c1 (stereo unspecified)	5	-4	-1	4	-14	2	-2	6	21	-1	2
COc1ccc(C(CC(=O)O)n2cnnn2)cc1 (stereo unspecified)	-1	-1	13	-17	-6	-1	5	-23	7	-4	4
Cc1ccc(C(=O)Nc2nc(-c3ccccn3)cs2)cc1S(=O)(=O)N1CCOCC1	34	-7	8	25	35	34	11	8	38	4	28
CC1CN(C/C(=N\O)C23CC4CC(CC(C4)C2)C3)CC(C)O1 (stereo unspecified)	6	-25	7	-5	10	6	2	-22	8	10	-5
Cn1c(=O)[nH]c(=O)c2c1nc(SCCC(=O)O)n2Cc1cccc(Br)c1	3	-7	1	0	20	-10	-6	-5	8	4	7
COc1ccc(N2CSC3=C(C#N)C(c4ccc(OC)c(OC)c4)CC(=O)N3C2)c(OC)c1 (stereo unspecified)	2	13	-15	11	1	19	6	-9	7	-10	8
Cc1ccc(NC2=NCC(Cc3ccc(Br)cc3)S2)cc1 (stereo unspecified)	3	-7	0	-12	-11	-18	13	4	5	0	-5
CC1(C)C/C(=N\O)C(C(O)c2cccc([N+](=O)[O-])c2)C(C)(C)N1 (stereo unspecified)	-2	-13	-1	7	-4	13	14	-14	11	-5	2
COc1ccc(CNc2nc(-c3cccnc3)nn2C(=O)c2ccco2)cc1	-5	-17	11	-12	-38	13	-23	3	1	-12	-9
O=C(CSCc1c(Cl)cccc1Cl)Nc1ccccc1-c1ccccc1	17	-15	20	-8	-18	-2	-5	-5	-24	12	-5
COc1ccc(NC(=O)c2[nH]ncc2[N+](=O)[O-])cc1	2	10	-5	-2	0	-16	-7	-5	9	4	1
CCC/C(C#CCCN1C(=O)c2ccccc2C1=O)=C1/c2ccccc2C(=O)N1c1ccccc1	2	-14	41	-17	14	-4	-14	10	12	-15	35
O=C(CN1CCN(c2ccccc2)CC1)Nc1ccccc1C(F)(F)F	7	-5	0	1	20	-15	8	-38	20	-21	5
Cc1cc(NC(=O)COC(=O)C2CCN(S(=O)(=O)c3ccccc3)CC2)c([N+](=O)[O-])cc1C	4	-6	10	-12	3	-6	13	-15	-4	-18	-6
O=C(c1ccco1)N1CCN(C(=O)C2CCN(S(=O)(=O)c3cccs3)CC2)CC1	4	14	2	-11	-3	4	13	2	1	-6	-1
CN(C)S(=O)(=O)c1cc(NC(=O)CNCc2ccc(F)cc2)ccc1Cl	3	-6	9	12	-25	-6	-11	-10	-7	14	-13
O=S1(=O)CCO[C@H]2Cc3ccccc3[C@H]2N1Cc1cccc(Cl)c1	-8	1	-18	9	8	-25	1	11	-5	17	5
COc1ccc(N2CCN(C(=O)Cn3c(=O)[nH]c4ccsc4c3=O)CC2)cc1	-3	2	6	1	-10	29	12	-20	13	-7	18
CCOC(=O)C1CCN(C(=O)CCn2c(=O)c3cccn3c3cccnc32)CC1	3	7	10	-21	9	6	-14	23	2	-4	-10
O=C(Nc1ccc(S(=O)(=O)Nc2ccccn2)cc1)c1cccc(Cl)c1	0	-4	1	17	9	-1	-5	6	6	-8	6

The list continues.
SMILES	LMP1 NFkB inh	KKLEB cytotox	CF NFkB inh	SRC1 inh	TWEAK Fn14 block	NR5A2 inv ag	TROY NFkB inh	NCOA2 inhibitor	SRC3 inh	TRAIL sens C8	COUP-TFII inh
Cc1n[nH]c(C)c1S(=O)(=O)N1CCCC(C(=O)NCC2COc3ccccc3O2)C1 (stereo unspecified)	8	3	0	-16	0	-5	11	-5	12	-3	8
CC(OC(=O)Cc1ccsc1)C(=O)Nc1ccc(Cl)cn1 (stereo unspecified)	-2	3	13	-7	5	0	-13	-6	9	11	7
CCOC(=O)C1=C(CS(=O)(=O)c2ccc(C)c(C)c2)NC(=O)NC1c1ccc(O)cc1 (stereo unspecified)	-7	19	4	0	1	-7	-3	-22	4	3	-4
CCOC(=O)c1c(C)nc(C)c(C(=O)OCC)c1-c1cccc(N)c1	8	14	-6	4	3	3	18	-2	5	7	5
Cc1ccc(C(=O)C2CCN(CC(=O)NC3CCCC3)CC2)cc1	5	7	-23	-28	8	-8	-20	-16	-5	-2	1
CC(C)CCNC(=O)C(CC(C)C)N(Cc1ccc2c(c1)OCO2)C(=O)c1snc(C(N)=O)c1N (stereo unspecified)	-1	-11	9	-88	49	10	9	11	11	-3	22
COc1ccc(-c2nnc(SCC(=O)c3cc(C)n(Cc4cccs4)c3C)o2)cc1	-2	-1	4	-7	22	3	-13	-13	1	-5	-6
CC(=O)c1cccc(NC(=O)CSc2nc3ccccc3c(=O)n2CCCN2CCOCC2)c1	0	-4	-12	-4	-10	-13	-6	-31	9	-6	15
CCC(CC)c1nnc(NC(=O)c2ccc3c(c2)OCO3)s1	-37	-1	-12	-33	18	-57	-70	-21	-37	2	-6
CCN1C(=O)c2ccccc2Sc2ccc(C(=O)NCCC(C)C)cc21	-3	4	2	2	14	10	2	-20	4	13	16
CCc1ccccc1NC(=O)CN(C)C(=O)c1cc(C2CC2)nn1-c1ccccc1	-25	-2	1	9	1	5	-3	-13	-7	7	-4

Compound activity deposited in PubChem BioAssay by several laboratories.
